# Source: PubChem (National Center for Advancing Translational Sciences (NCATS))
# ELG1 genotox: genotoxicity induction in ELG1-luciferase HEK293T cells. 1.3% of 330,000 active. HEK293T ELG1-luciferase reporter, luminescence, 16 h. Potency, µM (series often up to 46 µM), for inactives: at the top dose activity change, positive = activation, usual class: activators; also: potency is read from the fitted curve at half-maximal effect; % of control where 0% means no effect; nearly all actives have a fitted effect of over 60% in size
#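 16 hr compound incubation (37 °C, 5% CO2) of HEK293T cells carrying luciferase-tagged ELG1; luciferase then measured by ONE-Glo luminescence after 30 min at RT.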
# RORgamma inh: inhibitors of mouse ROR gamma transcriptional activity. 5.4% of 310,000 active. AID 2551. Drosophila S2 Gal4-RORgamma UAS-luciferase reporter, 20 h. Potency, µM (titrated, usually from 53.6 µM), without a hit: at the highest dose activity change, negative = inhibition, hits mostly inhibitors; also: potency is read from the fitted curve at half-maximal effect; % is scaled to controls: 0 for no effect and ±100 for the full control effect; nearly all actives have a fitted effect of over 60% in size
#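 Using a luciferase readout, inhibitors were identified by reduced reporter activity in Drosophila cells coexpressing a copper-inducible Gal4–ROR gamma fusion and UAS-driven Photinus luciferase, incubated 20 hr after 700 uM copper sulfate.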
# PKM2 activator: increases activity of human pyruvate kinase M2; 0.34% of 260,000 active; AID 1631; Potency, µM (top dose mostly 57.5 µM), without a hit: top-dose activation, actives largely listed as activators; purified PKM2, Kinase-Glo ATP luminescence, activation; response scale: 0% is enzyme alone, no compound; also: potency is read from the fitted curve at half-maximal effect; % is scaled to controls: 0 for no effect and ±100 for the full control effect; nearly all actives have a fitted effect of over 55% in size
#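 Purified hPK-M2 (>95%) run at intermediate activity with 0.1 mM ADP and 0.5 mM PEP in 50 mM imidazole pH 7.2, KCl, MgCl2; 1 h room temperature. ATP formed read by Kinase-Glo luminescence; normalized to uninhibited and no-enzyme controls.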
# Menin-MLL TR inh: displaces Texas Red mutant MLL peptide from human menin. Menin + Texas Red MLL mutant peptide, fluorescence polarization. 0.23% of 270,000 active. AID 1768. O00255. Potency, µM (doses to about 61.6 µM), without a hit: at the top dose FP activity change, negative = inhibition, most hits filed as inhibitors; active = well fitted inhibition curve with a large enough effect in the polarisation, with a control signal flat, not every such curve was filed as active; inconclusive = small, poorly fitted or top-dose-only effect, or effect the other way, or a change in a side signal; inactive = no such curve, though single readings can be large or run the other way; the % refers to the polarisation; also: potency is read from the fitted curve at half-maximal effect; % of control where 0% means no effect; many of its hits are not listed in these tables
# Target sequence (O00255 whole entry, looked up): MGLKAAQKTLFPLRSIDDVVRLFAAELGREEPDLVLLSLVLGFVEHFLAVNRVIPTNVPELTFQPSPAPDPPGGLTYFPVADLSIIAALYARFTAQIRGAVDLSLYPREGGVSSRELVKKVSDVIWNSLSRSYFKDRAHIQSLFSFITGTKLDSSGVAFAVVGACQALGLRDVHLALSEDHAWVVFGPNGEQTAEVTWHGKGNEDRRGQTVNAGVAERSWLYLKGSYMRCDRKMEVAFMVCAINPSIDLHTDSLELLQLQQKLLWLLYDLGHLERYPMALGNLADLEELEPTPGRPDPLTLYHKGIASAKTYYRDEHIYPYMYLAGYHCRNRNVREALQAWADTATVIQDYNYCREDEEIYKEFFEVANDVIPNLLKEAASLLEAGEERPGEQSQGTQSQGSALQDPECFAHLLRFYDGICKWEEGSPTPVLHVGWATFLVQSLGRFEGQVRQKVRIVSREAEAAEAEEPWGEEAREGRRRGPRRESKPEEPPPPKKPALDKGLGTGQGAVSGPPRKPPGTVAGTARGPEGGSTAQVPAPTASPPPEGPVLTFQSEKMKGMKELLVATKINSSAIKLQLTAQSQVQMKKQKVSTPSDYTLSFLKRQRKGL
# BRCA1 expr up: activators of BRCA1 expression; Potency, µM (highest dose often 46.1 µM), inactives show top-dose activation, most hits filed as activators; 1.1% of 380,000 active; MCF7-BRCA1-FFLuc reporter, luminescence, 48 h; response scale: scaled: vehicle 0%, 10 µM genistein 100%; AID 624202; also: potency is read from the fitted curve at half-maximal effect; nearly all actives have a fitted effect of over 80% in size; some results filed as inactive show a strong effect at the top dose
#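 MCF7 cells carrying a BRCA1-firefly luciferase reporter (2000 cells/well, phenol-red free MEM) were attached for 2 h at 37 °C, then given compounds for 48 h. Luminescence was read 15 min after luciferase reagent; activity normalized to genistein (10 microM) and DMSO.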
# FLuc counter: firefly luciferase modulation, counter-screen for miR-21 project | P08659 | purified FLuc, Km substrates, luminescence inhibition | Potency, µM (top dose mostly 57.5 µM), inactives show top-dose activity change, negative = inhibition, hits mostly inhibitors | 6.9% of 360,000 active;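 also: potency is read from the fitted curve at half-maximal effect; plate controls were vehicle for no effect and reference inhibitor for full effect; nearly all actives have a fitted effect of over 55% in size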
#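 Biochemical qHTS of compounds, final roughly 60 µM downward over six points, against 10 nM purified firefly luciferase using Km concentrations of substrates (10 uM D-luciferin, 10 uM ATP) in Tris acetate pH 7.5 buffer; luminescence output.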
# Giardia killer: kills Giardia lamblia; activity change, % at 7.66 µM, hits read low; AID 540267; Giardia lamblia trophozoite viability; 0.15% of 340,000 active; in the data active = activity change below about -80%; inconclusive = between about -30% and that limit;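 also: parasites exposed to compound for two days anaerobically before the ATP read; % is scaled to controls: 0 for no effect and ±100 for the full control effect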
#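 Luminescence from cellular ATP indicates surviving trophozoites (100 cells/well) following 48 hrs anaerobic compound treatment at 37 deg C; signal develops 15-30 min at room temperature.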
# p53 reactivation: re-activators of mutant p53. Potency, µM (doses to about 92.2 µM), without a hit: at the top dose activity change, positive = activation, usual class: activators. AID 504706. 0.063% of 320,000 active. H1299 p53-A138V BP100-luciferase reporter, luminescence, 24 h; also: potency is read from the fitted curve at half-maximal effect; % of control where 0% means no effect; nearly all actives have a fitted effect of over 45% in size
#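 H1299 (p53-null), stable ts p53-A138V + BP100-Luc; 1000 cells/well, Opti-MEM/10% FBS; cpd 4 pt, 1:5; 24 h, 37 deg C, 5% CO2; detection reagent 10 min RT; luminescence.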
# NPC1 prom act: NPC1 promoter activation | Huh7 NPC1 promoter luciferase reporter, 24 h | AID 485313 | 2.4% of 320,000 active | Potency, µM (titrated, usually from 9.22 µM), for the others: at the highest dose activation, actives largely listed as activators;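 also: potency is read from the fitted curve at half-maximal effect; % of control where 0% means no effect; nearly all actives have a fitted effect of over 60% in size; reporter is driven by a mutant NPC1 promoter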
#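 Luminescence from an NPC1 promoter-driven luciferase reporter in stably transfected Huh7 cells was measured after 24 h compound treatment at 37 °C, followed by 10 min ambient incubation with luciferase detection reagent.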
# Rab9 promoter act: Rab9 promoter activation | Huh7 Rab9 promoter-luciferase reporter, luminescence, 24 h | Potency, µM (titrated, usually from 9.22 µM), for inactives: top-dose activation, negative = inhibition, hits mostly activators | 2.8% of 320,000 active | AID 485297; also: potency is read from the fitted curve at half-maximal effect; % of control where 0% means no effect; nearly all actives have a fitted effect of over 60% in size
#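 Using Huh7 cells stably transfected with Rab9 promoter–luciferase, compounds were incubated 24 h at 37 °C, 5% CO2; luciferase luminescence was read 10 min after reagent addition.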
# Gal4-VP16 FLuc: Gal4-VP16 reporter inhibition counter-screen; AID 2546; Potency, µM (doses to about 53.6 µM), inactives show top-dose activity, negative = inhibition, actives largely listed as inhibitors; 3.5% of 310,000 active; Drosophila S2 Gal4-VP16 UAS-luciferase, luminescence, 20 h;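 also: Gal4-VP16 expression switched on by copper sulfate through the metallothionein promoter; potency is read from the fitted curve at half-maximal effect; % is scaled to controls: 0 for no effect and ±100 for the full control effect; nearly all actives have a fitted effect of over 50% in size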
# The depositor's hits bear a star; ? = inconclusive; / = not tested or not shown; [ ] = another dose, or the depositor's remark. Unless noted, calls follow the shape of the dose curve; as a rule, active = well fitted curve in the direction sought with a large enough effect; inconclusive = small, poorly fitted or top-dose-only effect, or another doubt; inactive = no such curve, though single readings can be large; an effect the other way counts as inactive or inconclusive.
SMILES,ELG1 genotox,RORgamma inh,PKM2 activator,Menin-MLL TR inh,BRCA1 expr up,FLuc counter,Giardia killer,p53 reactivation,NPC1 prom act,Rab9 promoter act,Gal4-VP16 FLuc
CC(NC(=O)c1ccc(Br)cc1)C(=O)NC1=NCCS1 (configuration not stated),-0.5%,13.5%,-0.2%,-6.7%,17.3%,-1.6%,-14.7,1.8%,2.4%,-11.4%,-10.0%
COc1ccccc1NC(=O)CSc1nnc(CC(=O)Nc2ccccc2C)n1C,0.1%,-1.8%,-2.4%,5.8%,1.6%,-2.7%,-23.9,-5.1%,0.2%,-1.5%,-22.0%
COC(=O)Nc1ccc(C)c(NC(=O)OC)c1,1.3%,-9.8%,-2.1%,8.5%,-18.4%,5.4%,-9.3,5.4%,-0.2%,-10.0%,-1.7%
O=C(NC12CC3CC(CC(C3)C1)C2)N1CCN(c2ccccn2)CC1,-1.8%,-31.3%,9.5%,0.4%,10.0%,-5.1%,-9.9,6.5%,8.1%,-5.6%,6.6%
CC1CN(c2nc3ccccc3nc2C(C#N)C(=O)NCc2ccc3c(c2)OCO3)CC(C)O1 (configuration not stated),0.8%,-19.3%,4.5%,28.4%,2.0%,0.4%,13.9,-11.3%,-1.8%,10.3%,4.1%
Cc1cccc(NC(=O)c2cccs2)n1,-44.3%[inhibitor],-24.6%,-20.0%,-3.5%,?,?,-10.5,17.7%,?,?,-4.8%
CCc1nc(Nc2ccc(OC)c(OC)c2)c2nnn(Cc3ccccc3Cl)c2n1,-10.2%,?,-2.6%,-3.5%,-75.9%,-0.1%,9.6,-4.7%,-12.7%,-14.6%,?
CCOc1ccccc1C(=O)NCC(=O)N(C)Cc1ccccc1C,1.5%,2.9%,/,-19.4%,-0.5%,-4.3%,9.7,3.0%,-2.5%,-3.9%,-3.6%
Cc1nc2cc(N3CCN(C)CC3)c(NC(=O)Cc3ccccc3)cc2c(=O)n1Cc1ccccc1,26.6%,7.08µM*,-1.3%,-7.3%,-27.6%,?,-8.6,?,1.4%,3.2%,?
CC(=O)Nc1ccc(S(=O)(=O)N=S(C)(C)=O)cc1,0.4%,-10.7%,-2.6%,-7.4%,0.0%,2.1%,10.2,-6.1%,-0.6%,-2.2%,8.6%
Cc1ccc(CCNC(=O)c2ccc(CS(=O)(=O)c3ccccc3C)o2)cc1,-4.2%,0.1%,/,/,5.1%,?,-14.5,1.4%,7.4%,3.1%,-10.3%
CCCc1nnc(NC(=O)C2CCN(C(=O)c3ccco3)CC2)s1,-0.8%,14.6%,1.2%,-26.3%,-7.9%,0.9%,?,7.2%,-2.5%,-1.2%,8.7%
O=C(COc1cccc(Br)c1)Nc1ccc(N2CCOCC2)cc1N1CCOCC1,-1.1%,/,/,/,-16.6%,5.0%,-23.7,-13.5%,2.7%,-4.1%,/
Cc1ccc(S(=O)(=O)c2cccc(S(=O)(=O)N3CCOCC3)c2)cc1S(=O)(=O)N1CCOCC1,3.2%,43.2%,-0.7%,5.9%,0.1%,-1.2%,13.9,0.0%,-6.7%,-0.4%,2.3%
CCC(C)NC(=O)COC(=O)c1csc2c1CCCC2 (configuration not stated),1.4%,-4.1%,-10.5%,-0.3%,-24.5%,-9.5%,-0.5,5.1%,-1.5%,1.1%,-5.6%
COc1ccc(/C(O)=C2\C(=O)C(=O)N(Cc3ccco3)C2c2ccc(OC)cc2OC)cc1 (configuration not stated),-3.4%,0.2%,5.8%,-0.6%,0.5%,-0.7%,-2.2,-4.1%,-0.2%,-2.5%[1.84 µM],-2.5%
O=C(CCCC(=O)N/N=C/c1ccccc1C(=O)O)N/N=C/c1ccccc1C(=O)O,0.6%,-6.5%,-2.4%,/,-5.9%,1.7%,11.6,-2.0%,-1.2%,-1.4%,-8.7%
Cc1cc(C)nc(Nc2ccc(C(=O)O)cc2)n1,?,25.0%,4.4%,7.2%,2.82µM*,15.1µM*,3.0,5.2%,3.55µM*,1.78µM*,?
CC(C)Cn1c(SCC(=O)NC(=O)NC2CCCC2)nc2ccccc21,-10.1%,-11.1%,-3.1%,-0.1%,-46.3%,2.7%,10.0,0.3%,0.4%,0.1%,-9.8%
CCN1CCN(c2ccc(S(=O)(=O)N3CCOCC3)cc2NC(=O)c2sccc2C)CC1,2.4%,/,/,/,-27.6%,-0.8%,8.3,2.2%,0.7%,-0.4%,/
COCCCNC(=O)COC(=O)c1ccc(-c2nc3ccccc3s2)s1,14.0%,2.82µM*,-11.8%,0.2%,99.5%,5.36µM*,9.8,?,23.0%,?,0.282µM*
CCC(C)c1ccc(NC(=S)NCCn2cc(Cl)cn2)cc1 (configuration not stated),-3.6%,3.16µM*,2.1%,9.6%,1.4%,-14.8%,-4.6,-2.3%,0.6%,0.8%,10µM*
C=CCNS(=O)(=O)c1ccc(N2C(=O)c3ccccc3C2=O)cc1,0.1%,26.3%,3.4%,14.4%,-10.3%,2.5%,2.5,3.7%,-0.3%,-3.7%,-2.9%
O=C(O)COCC(=O)Nc1ccc(-n2nc(C(F)(F)F)cc2-c2cccs2)cc1,0.0%,11.0%,1.3%,/,9.9%,-0.1%,-1.4,2.1%,-3.5%,-12.9%,8.9%
CC(C)C(CCNC1CCN(C)CC1)c1ccc(Cl)cc1 (configuration not stated),-20.8%,-44.3%,/,?,-95.1%[inhibitor],1.4%,-0.3,-13.2%,-12.8%,-15.9%,-9.0%
CCCN1CCN(C(=O)c2ccccc2-c2nc3ccccc3s2)CC1,0.3%,-0.1%,-1.4%,-18.1%,-1.3%,1.3%,15.1,-1.0%,2.0%,-1.1%,18.8%
c1csc(CNCCN2CCOCC2)c1,1.9%,-24.1%,-7.0%,-3.8%,3.1%,1.3%,-4.9,3.9%,-5.7%,11.3%,-1.9%
O=C(c1ccc(C(F)(F)F)cc1)C1CCCN(C(=O)Cn2cncn2)C1 (configuration not stated),0.0%,-0.8%,2.8%,8.6%,-23.7%,-0.4%,6.9,-15.3%,-1.7%,-3.1%,11.1%
NC(=O)C1(N2CCCCC2)CCN(S(=O)(=O)c2cc(Cl)sc2Cl)CC1,-1.8%,20.9%,0.5%,/,-17.9%,2.7%,-8.1,-0.9%,-2.9%,1.3%,-10.6%
CCOC(=O)C1=C(CC)Nc2ccccc2N/C1=N\S(=O)(=O)c1cc(Br)ccc1Br,-9.2%,9.1%,4.9%,?,-95.3%,?,-2.6,2.1%,-3.6%,-11.5%,-13.8%
COc1ccc(-c2nn(-c3ccccc3)cc2/C=N/Nc2ccccn2)cc1OC,-14.3%,7.08µM*,13.3%,?,-96.7%,10.7µM*,6.4,0.3%,0.8%,0.6%,8.91µM*
COc1cccc(-c2nnc3sc(-c4ccccc4)nn23)c1,1.0%,8.5%[10 µM],-4.3%,-4.7%,?,?,5.0,?,28.3%,?,1.9%
Cc1c(CN2CCN(CC(C)(C)C)C(CCO)C2)[nH]c2ccccc12 (configuration not stated),-2.2%,-11.8%,-2.9%,1.7%,-32.8%,2.0%,0.2,/,2.5%,-0.6%,6.8%
COC(=O)c1c(-c2ccc(F)cc2)csc1NC(=O)C1CCCO1 (configuration not stated),7.3%,?,2.2%,-3.6%,71.3%,26.9µM*,4.8,4.7%,17.2%,23.0%,-1.0%
Brc1ccccc1/C=N/N1CCCCC1,-0.6%,-10.6%,/,5.6%,16.6%,-19.7%,-8.7,0.5%,-0.6%,-4.6%[1.84 µM],-10.4%
O=S(=O)(c1ccc2nc(N3CCN(c4ccc(F)cc4)CC3)ccc2c1)N1CCCCC1,-2.0%,-0.9%,/,/,-10.7%,-1.5%,-2.4,8.2%,-0.2%,-11.7%,-0.2%
Cc1ccccc1C(=O)NCc1nnc(SCC(=O)N2c3ccccc3Sc3ccccc32)n1C,-1.8%,?,-8.8%,-11.1%,-2.3%,-2.4%,24.8,-2.9%,-0.7%,0.6%,-6.7%
CCC1(c2ccccc2)NC(=O)N(CC(=O)Nc2cccnc2Cl)C1=O (configuration not stated),0.4%,/,/,/,3.7%,1.1%,14.6,-8.6%,0.7%,11.5%,/
Cc1sc(-c2ccccn2)nc1OC(=O)c1ccc(Cl)cc1,-3.6%,-15.0%,1.5%,9.5%,-2.1%,0.4%,18.8,-5.3%,-4.3%,1.1%,-2.9%

# The list is partial; count on the stated rates, not on these rows.
